MEP2 TOR yeast – yeast TOR pathway MEP2-GFP modulation; S. cerevisiae MEP2-GFP strain, flow cytometry GFP, 3 h; 100% = DMSO control level; GFP response vs DMSO, % at 10 µM; 330,000 tested, 0.51% active;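 active = GFP response versus DMSO above a set limit, roughly screen mean plus 3 SD, cut at about 180% in these data; inconclusive = fewer than 70 cells counted for a yeast strain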;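 note: median GFP fluorescence of the barcode-gated MEP2-GFP cells per well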
GRK2 inh – blocks RNA aptamer binding to human GRK2. 330,000 tested, 0.59% active. bead flow cytometry, FAM-aptamer displacement from GRK2. inhibition of aptamer binding, % at 10 µM. AID 488847. P25098;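 active = inhibition of aptamer binding above 40%, roughly 3 SD of noise, on plates passing a quality check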;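 note: median bead fluorescence of bound FAM aptamer so fluorescent compounds give negative values; no value below 0 was filed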
RPL19A TOR yeast – modulators of TOR pathway RPL19A-GFP in S. cerevisiae. 330,000 tested, 0.3% active. S. cerevisiae RPL19A-GFP strain, flow cytometry, 3 h; stronger effect = lower value. percent response vs DMSO, % at 10 µM. AID 2025;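 active = percent response vs DMSO below 50%; inconclusive = fewer than 70 events counted for the yeast strain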;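 note: median channel GFP fluorescence of the barcoded RPL19A-GFP strain; ratio of sample median GFP to plate DMSO average so 100% = DMSO; lower means less RPL19A-GFP as with rapamycin TOR inhibition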
LAP4 TOR yeast – modulators of TOR pathway LAP4-GFP in S. cerevisiae. GFP response vs DMSO, % at 10 µM. S. cerevisiae LAP4-GFP multiplex, flow cytometry GFP, 3 h; median GFP as percent of DMSO wells. 320,000 tested, 0.34% active;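 active = GFP response vs DMSO above a set limit, about the screen mean plus 3 SD, cut at about 150% in these data; inconclusive = under 70 cell events counted for the yeast strain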
AGP1 TOR yeast – modulators of TOR pathway AGP1-GFP in S. cerevisiae; S. cerevisiae AGP1-GFP multiplex flow cytometry, 3 h; GFP as percent of DMSO wells; GFP response vs DMSO, % at 10 µM; 320,000 tested, 0.02% active; AID 2066;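 active = GFP response relative to DMSO above a set limit, near screen average plus 3 SD, cut at about 150% in these data; inconclusive = fewer than 70 cells counted for the yeast strain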;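 note: median GFP channel fluorescence of the gated AGP1 strain per well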
VLA-4 inh – inhibition in a human VLA-4 binding assay; 330,000 tested, 0.2% active; inhibition, % (about 7 µM as worked out from the volumes in the protocol); VLA-4 expressing cells, ligand binding flow cytometry; AID 2557; in the data active = inhibition above about 50%
Target sequence (P13612 whole entry, looked up): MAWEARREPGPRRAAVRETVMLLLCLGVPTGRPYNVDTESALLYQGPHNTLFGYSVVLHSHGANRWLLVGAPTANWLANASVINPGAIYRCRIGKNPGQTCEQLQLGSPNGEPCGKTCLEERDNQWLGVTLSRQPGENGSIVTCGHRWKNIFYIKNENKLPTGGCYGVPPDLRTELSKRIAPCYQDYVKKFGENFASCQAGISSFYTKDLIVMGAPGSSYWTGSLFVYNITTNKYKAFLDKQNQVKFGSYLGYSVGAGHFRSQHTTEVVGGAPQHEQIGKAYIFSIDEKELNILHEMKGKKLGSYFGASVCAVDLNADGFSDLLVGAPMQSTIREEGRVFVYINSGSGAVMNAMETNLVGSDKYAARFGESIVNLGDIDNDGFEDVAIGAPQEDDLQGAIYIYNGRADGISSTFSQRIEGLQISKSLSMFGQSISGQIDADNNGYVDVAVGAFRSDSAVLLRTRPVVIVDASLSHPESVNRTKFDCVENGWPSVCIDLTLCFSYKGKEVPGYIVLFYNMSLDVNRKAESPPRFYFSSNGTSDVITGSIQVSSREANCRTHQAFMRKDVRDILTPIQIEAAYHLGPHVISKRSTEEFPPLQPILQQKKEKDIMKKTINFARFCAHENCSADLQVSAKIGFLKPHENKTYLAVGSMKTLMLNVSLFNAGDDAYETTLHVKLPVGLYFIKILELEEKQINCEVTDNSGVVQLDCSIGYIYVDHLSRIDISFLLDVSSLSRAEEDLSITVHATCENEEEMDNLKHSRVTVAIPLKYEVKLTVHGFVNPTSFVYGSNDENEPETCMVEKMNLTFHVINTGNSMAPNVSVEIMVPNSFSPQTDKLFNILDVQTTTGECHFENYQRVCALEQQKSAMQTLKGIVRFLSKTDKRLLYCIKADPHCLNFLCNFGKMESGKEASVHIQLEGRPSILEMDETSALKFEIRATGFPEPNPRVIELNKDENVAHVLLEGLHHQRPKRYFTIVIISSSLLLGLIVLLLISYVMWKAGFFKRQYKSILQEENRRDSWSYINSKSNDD
CIT2-GFP yeast – modulators of TOR pathway CIT2-GFP in S. cerevisiae; 320,000 tested, 0.065% active; S. cerevisiae CIT2-GFP strain, flow cytometry, 3 h; 100 means same as DMSO wells; GFP response vs DMSO, % at 10 µM; AID 2029;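 active = GFP response relative to DMSO above a set limit, near the screen mean plus 3 SD, cut at about 150% in these data; inconclusive = Fewer than 70 cells measured for a yeast strain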;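 note: ratio of well median GFP fluorescence to mean of DMSO wells on the plate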
Yeast superoxide – lowers age-related superoxide in aged yeast cells; S. cerevisiae aged cells, superoxide DHE fluorescence; stronger effect = lower value; superoxide response (% of plate mean), % at 10 µM; 330,000 tested, 0.18% active;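 active = superoxide response under a set limit, about three screen SD below normal, cut at about 65% in these data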;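 note: yeast aged for seven days with compound at 30 °C before DHE staining; 100% = average MFI of all compound-treated wells on the plate with controls excluded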
An asterisk follows results filed as active; u = inconclusive; x = not tested or not shown.

SMILES | MEP2 TOR yeast | GRK2 inh | RPL19A TOR yeast | LAP4 TOR yeast | AGP1 TOR yeast | VLA-4 inh | CIT2-GFP yeast | Yeast superoxide
COc1ccc(-c2cc(C(=O)Nc3c(Cl)cc(Cl)cc3Cl)c3ccccc3n2)cc1OC | 110.1 | 0.0 | 101.3 | 95.8 | 100.4 | 3.0 | 99.1 | 113.4
O=C(CC1SCCNC1=O)Nc1cc(Cl)cc(Cl)c1 (stereo not drawn) | 104.9 | 2.0 | 99.6 | 102.0 | 105.0 | 2.2 | 99.8 | 95.6
O=C(COc1cccc([N+](=O)[O-])c1)NN1C(=O)c2ccccc2C1=O | 114.1 | 0.0 | 106.0 | 89.0 | 104.8 | 5.6 | 105.3 | 108.6
CCOC(=O)N1CCC(N2CCCC(C(=O)c3cccc(OC)c3)C2)CC1 (stereo not drawn) | 115.0 | 2.0 | 96.5 | 102.9 | 92.5 | -4.4 | 103.0 | 94.7
CCN1C(=O)[C@@H]2[C@@H](c3ccc(-c4ccc(C(C)=O)cc4)c(OC)c3)N3CCC[C@@]3(C(=O)OC)[C@@H]2C1=O | 87.6 | 0.0 | 92.3 | 106.4 | 83.5 | 34.1 | 89.7 | 109.2
CCN(CCO)c1nc(SC)nc2c1sc1nc(-c3ccco3)c3c(c12)CCC3 | 95.8 | 5.0 | 100.1 | 86.4 | 95.4 | -17.0 | 96.9 | 106.6
CCCN(C(=O)c1ccc(-n2cncn2)c([N+](=O)[O-])c1)C1CCS(=O)(=O)C1 (stereo not drawn) | 94.6 | 5.0 | 96.0 | 92.1 | 97.6 | 3.2 | 96.3 | 110.3
O=C(c1ccccn1)N(Cc1cc2ccccc2[nH]c1=O)C1CCCCC1 | 93.2 | 0.0 | 96.3 | 94.6 | 102.1 | 12.9 | 104.9 | 95.1
CC1(C)Cc2c(sc(NC(=O)c3ccc(S(=O)(=O)N4CCCCCC4)cc3)c2C(N)=O)C(C)(C)N1 | 91.6 | 0.0 | 99.0 | 88.1 | u | -5.1 | 93.0 | 119.3
CCc1noc(C)c1C(=O)Nc1nc(-c2ccc(NC(C)=O)cc2)cs1 | 105.9 | 0.0 | 101.3 | 101.3 | 104.3 | -2.3 | 98.7 | 89.9
CC(C)Nc1nc(NC(C)(C)C)nc(Oc2ccc(=O)n(-c3ccccc3)n2)n1 | 100.3 | 0.0 | 97.1 | 118.7 | 98.6 | -1.4 | 106.6 | 89.4
Cc1ccc2c(c1)-n1c(nc3cc(C)ccc3c1=O)C(Cc1ccccc1)NC2=O (stereo not drawn) | 91.6 | 4.0 | 91.8 | 98.9 | 96.5 | -1.1 | 87.2 | 87.3
O=C(COC(=O)CNC(=O)c1ccco1)NCCN1C(=O)CSC1=O | 94.0 | 2.0 | 102.3 | 99.4 | 103.6 | 11.7 | 88.6 | 99.5
O=C(NCCN1CCOCC1)c1ccc(Cl)c(S(=O)(=O)N2CCCCC2)c1 | 96.0 | 0.0 | 107.0 | 78.8 | 95.6 | 2.8 | x | 103.1
COc1ccc(C(=O)N/C(=C\c2cn(C)c3ccccc23)C(=O)NCCN2CCOCC2)cc1OC | 103.1 | 0.0 | 97.1 | 97.8 | 96.7 | 17.5 | 96.3 | 86.6
COc1ccc(SCCN2CC[C@@H](C(C)(C)C)CCC2=O)cc1 | 86.1 | 0.0 | 94.9 | 96.8 | 96.3 | 0.0 | 85.7 | 91.7
O=S(=O)(Nc1nc2ccccc2nc1Cl)c1cccc(C(F)(F)F)c1 | 100.3 | 0.0 | 101.2 | 87.6 | 99.4 | -3.2 | 101.3 | 114.3
Cc1ccc(SC(=O)COc2ccc(C)c(C)c2)cc1 | 103.2 | 0.0 | 94.0 | 114.0 | 90.0 | 16.9 | 90.4 | 96.8
O=C1CC2(CCCC2)Oc2ccc(Cl)cc21 | 96.7 | 0.0 | 96.4 | 129.2 | 83.5 | 8.4 | 73.9 | 99.8
COc1ccccc1/C=N\Nc1cn[nH]c(=O)c1Cl | 102.1 | 2.0 | 105.8 | 89.7 | 104.2 | -1.6 | 101.6 | 97.1
Cc1cccc(OCCCC(=O)NCC(=O)Nc2cccc(C)c2C)c1 | 104.3 | 1.0 | 112.8 | 105.3 | 104.8 | 8.9 | 114.4 | 97.2
CN(C)CCCC1Sc2ccccc2Sc2ccccc21 (stereo not drawn) | 97.7 | 0.0 | 102.2 | 102.0 | 109.8 | 26.0 | 103.2 | 107.6
COc1ccc(NC(=O)CS(=O)CC(=O)N2CCN(C3CCCC3)CC2)cc1 (stereo not drawn) | 101.1 | 3.0 | 106.0 | 93.0 | 98.7 | 11.5 | 99.0 | 100.9
CC1CC(C)CN(S(=O)(=O)c2cc3c4c(c2)C(C)C(=O)N4CCC3)C1 (stereo not drawn) | 108.6 | 2.0 | 102.4 | 101.0 | 105.3 | 0.2 | 107.5 | 93.1
COc1cc(C(=O)Nc2nnc(SCC(=O)NCC3CCCO3)s2)cc(OC)c1OC (stereo not drawn) | 95.1 | 2.0 | 97.3 | 92.7 | 96.6 | 0.0 | 95.1 | 98.0
Cc1cccc(-n2c(O)c(C=NCCCN3CCOCC3)c3ccccc3c2=O)c1 | 102.2 | 0.0 | 100.1 | 105.5 | 106.0 | 13.8 | 102.4 | 89.3
CSCCC(NC(=O)c1ccccc1)C(=O)NC1CCCC1 (stereo not drawn) | 101.6 | 3.0 | 101.0 | 102.9 | 105.5 | 5.9 | 105.2 | 92.1
Cc1ccc(C)c(NC(=O)COC(=O)CCNC(=O)c2ccco2)c1 | 110.1 | 2.0 | 109.0 | 109.2 | 105.2 | 8.7 | 104.1 | 90.2
CCc1cc(Br)ccc1NC(=O)C1CCCO1 (stereo not drawn) | 99.5 | 0.0 | 100.0 | 102.4 | 103.8 | 2.9 | 102.3 | 108.8
Cc1ccc(-c2csc3ncn(-n4c(C)ccc4C)c(=O)c23)o1 | 95.8 | 1.0 | 91.8 | 89.1 | 91.8 | -10.3 | 93.9 | 90.6
CCOc1ccc(-n2c(=O)c3c4c(sc3n(CC(=O)NCCCOC)c2=O)CCCCC4)cc1 | 100.8 | 4.0 | 98.3 | 98.1 | 100.3 | -5.6 | 104.6 | 111.8
Cc1cccc(-c2noc(-c3ccc4c(c3)OCO4)n2)c1 | 97.5 | 0.0 | 101.2 | 97.8 | 94.6 | 2.4 | 95.6 | 105.0
O=C(O)c1ccccc1CSc1ncccc1C(=O)O | 109.8 | 1.0 | 122.2 | 101.1 | 100.9 | -2.0 | 111.0 | 107.3
CC(=O)c1cccc(NC(=O)N2CC(C)OC(C)C2)c1 (stereo not drawn) | 95.8 | 7.0 | 103.9 | 84.5 | 93.5 | 3.8 | 98.1 | 101.7
O=C(COC(=O)C1=Cc2ccccc2OC1)NCc1ccccc1 | 101.9 | 0.0 | 98.0 | 104.0 | 99.7 | -0.2 | 92.2 | 98.5
Cn1cccc1C(=O)NNC(=O)COc1ccccc1Cl | 98.2 | 0.0 | 97.3 | 103.4 | 95.2 | 1.7 | 88.1 | 112.5
c1cc2nc(C34CC5CC(CC(C5)C3)C4)[nH]c2cn1 | 97.4 | 1.0 | 101.5 | 93.3 | 103.2 | 6.2 | 100.2 | 106.2
Cc1ccccc1-n1c(Cc2cccs2)n[nH]c1=S | 103.9 | 2.0 | 100.2 | 99.2 | 101.8 | 14.6 | 100.3 | 90.5
Cc1ccc(C(C(=O)NC2CCCC2)N(C(=O)CNC(=O)c2ccco2)c2ccccc2)o1 (stereo not drawn) | 93.5 | 0.0 | 94.5 | 92.0 | 98.2 | -4.3 | 98.2 | 98.7
Cc1cccc(NC(=O)c2cc(=O)c3ccccc3o2)c1 | 103.0 | 0.0 | 92.9 | 96.4 | 82.9 | 5.4 | 100.2 | 92.0
COCCNC(=O)C(c1ccccc1C)N(CCOC)C(=O)Cn1nnc2ccccc21 (stereo not drawn) | 112.6 | 4.0 | 106.3 | 109.0 | 108.3 | -21.5 | 101.0 | 95.9
O=S(=O)(Nc1ccon1)c1ccc(Br)cc1 | 94.9 | 0.0 | 104.1 | 98.7 | 101.4 | 1.1 | 106.1 | 72.6
CSc1ccccc1NC(=O)C(C)N1C(=O)c2ccccc2S1(=O)=O (stereo not drawn) | 97.2 | 3.0 | 93.7 | 93.5 | 101.0 | 16.1 | 92.9 | 101.3
Cc1cccc(N2CCN(C(=O)C3CCCCC3)CC2)c1C | 93.0 | 4.0 | 92.4 | 131.5 | 56.3 | -8.2 | 65.7 | 85.6
O=S(=O)(c1cccs1)N1CCN(CC(O)COc2cc(Cl)ccc2Cl)CC1 (stereo not drawn) | 94.0 | 0.0 | 95.0 | 98.7 | x | -14.6 | 94.9 | 97.4
O=C(CCS(=O)(=O)c1ccccc1)N(CCCN1CCOCC1)c1nc2ccccc2s1 | 91.9 | 0.0 | 87.5 | 91.5 | 92.0 | -5.7 | 95.3 | 107.5
CCOc1ccc2[nH]c(C(=O)N/N=C/c3cc(OC)c(OC)c(OC)c3)cc2c1 | 103.4 | 0.0 | 101.2 | 105.0 | 111.1 | -16.4 | 102.2 | 99.1
CCOc1ccc(OCC(=O)OCc2cc(=O)n3cc(Br)ccc3n2)cc1 | 103.2 | 1.0 | 100.0 | 84.1 | 92.8 | 10.6 | 102.8 | 77.5
CCOc1ccccc1CN1CCC(n2nccc2NC(=O)CCCc2ccccc2)CC1 | 100.6 | 0.0 | 112.3 | 94.1 | 105.8 | 12.5 | 101.3 | 102.0
COc1ccc(-c2c(C)oc3c(CN4CCOCC4)c(O)ccc3c2=O)cc1 | 101.0 | 0.0 | 92.7 | 101.5 | 93.6 | 14.1 | 94.1 | 95.5

Next section
SMILES | MEP2 TOR yeast | GRK2 inh | RPL19A TOR yeast | LAP4 TOR yeast | AGP1 TOR yeast | VLA-4 inh | CIT2-GFP yeast | Yeast superoxide
COc1ccc(NC(=O)COC(=O)c2ccc([N+](=O)[O-])o2)cc1Cl | 112.0 | 2.0 | 109.6 | 103.4 | 95.0 | -6.4 | 107.9 | 130.1
Cc1c(Br)c(C(F)(F)F)nn1CC(=O)NCc1ccccc1 | 108.3 | 0.0 | 103.1 | 101.8 | 103.1 | 8.8 | 106.9 | 90.4
CN1CCC(C2(O)c3ccccc3CCc3ccccc32)CC1 | 104.7 | 1.0 | 100.7 | 97.2 | 101.5 | 14.5 | 99.0 | 114.8
CCn1cc(C(=O)O)c(=O)c2cc(OC)ccc21 | 101.4 | 0.0 | 101.1 | 93.9 | 108.1 | 0.9 | 106.7 | 115.7
O=C(CSC(=S)N1CCOCC1)c1cc(Br)cc(Br)c1O | 99.1 | 2.0 | 102.1 | 91.0 | 96.2 | 3.5 | 86.3 | 118.3
O=C1C=C(O)C(n2cncn2)C(c2cc(F)ccc2F)C1 (stereo not drawn) | 93.8 | 1.0 | 89.1 | 95.3 | 106.7 | 0.0 | 103.0 | 113.1
CC1CCN(CC(=O)Nc2cccc([N+](=O)[O-])c2)CC1 | 102.8 | 0.0 | 102.6 | 106.9 | 100.3 | 3.0 | 99.3 | 98.7
COc1ccc(C2(C(=O)NCCc3ccccc3)CCCC2)cc1OC | 97.3 | 0.0 | 102.3 | 95.9 | 101.0 | 6.5 | 94.6 | 46.9*

Compounds above with a COOH group:
SMILES | MEP2 TOR yeast | GRK2 inh | RPL19A TOR yeast | LAP4 TOR yeast | AGP1 TOR yeast | VLA-4 inh | CIT2-GFP yeast | Yeast superoxide
O=C(O)c1ccccc1CSc1ncccc1C(=O)O | 109.8 | 1.0 | 122.2 | 101.1 | 100.9 | -2.0 | 111.0 | 107.3
CCn1cc(C(=O)O)c(=O)c2cc(OC)ccc21 | 101.4 | 0.0 | 101.1 | 93.9 | 108.1 | 0.9 | 106.7 | 115.7

Compound activity from PubChem.
